TRHR enhancer = TRH receptor (human) allosteric enhancement. P34981. TRHR cells, fluo-8 calcium fluorescence, EC20 TRH enhancement. enhancement, % at 2 µM. 360,000 compounds, 0.66% hits. AID 493056; in the data active means enhancement above about 30%; further: 0% is about no effect
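TRHR-expressing cells loaded with fluo-8 calcium dye were read kinetically (ex 480/em 530) during compound addition, then stimulated with an EC20 of TRH (10 nM final). Enhancement of the Gq-mediated intracellular calcium response was scored.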
PI4K2A block = inhibitors of human PI4K2A; purified PI4K2A, ADP-Glo luminescence, 1 h; stronger effect = lower value; activity change, negative = inhibition, % at 76.9 µM; 420,000 compounds, 0.13% hits; AID 1346378; in the data active means activity change below about -50%; inconclusive means mostly about -30% to -49%;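 further: -100% = wells without enzyme as full effect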
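PI4K2A activity was measured by ADP-Glo luminescence: enzyme (4 ug/mL stock) and phosphatidylinositol (1.2 mM stock) in Tris pH 7.5/MgCl2/EGTA/Triton X-100 buffer were reacted with ATP (300 microM stock) for one hour at ambient temperature.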
D2 ag = agonists of human D2 dopamine receptor; P14416; activation, % at 2 µM; 340,000 compounds, 0.53% hits; HEK293 T-REx D2 cells, calcium flux agonist mode; AID 485358;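 active means activation over 3 SD above normal in the single-dose calcium agonist read, cut at about 30% in these data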; further: 0% is about no effect
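Calcium-flux readout, 1 cycle/sec over 180 s following compound pin transfer, in inducible HEK293 Trex D2 cells (force-coupled); dopamine controls included. Positive calcium responses during this window marked compounds as potential agonists.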
TrxR1 substrate = rat thioredoxin reductase 1 substrate activity; purified TrxR1 substrate turnover, NADPH consumption readout; Potency, µM (series often up to 114 µM), inactives show top-dose activity change, negative = substrate turnover; 390,000 compounds, 0.01% hits; further: potency means the concentration at half of the fitted maximal effect; on the % scale 0 is the no-effect control and ±100 the full control effect; nearly all actives have a fitted effect of over 50% in size
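Rat TrxR1, dispensed at 90 nM, was prereduced with 400 uM NADPH (final) for 5 min at ~22 deg C, then incubated with compound 15 min before 400 uM selenite. A first-read NADPH fluorescence drop versus no-compound background flagged substrates.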
mIDH1 inhibitor = blocks human mutant IDH1 R132H enzyme; IDH1-R132H enzyme, NADPH consumption, diaphorase/resazurin fluorescence; Potency, µM (series often up to 76.6 µM), inactives show top-dose activity change, negative = inhibition, hits mostly inhibitors; 390,000 compounds, 0.093% hits; AID 602179; further: potency means the concentration at half of the fitted maximal effect; on the % scale 0 is the no-effect control and ±100 the full control effect; nearly all actives have a fitted effect of over 65% in size
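IDH1-R132H (0.5 ug/mL dispensed) in pH 7.5 Tris buffer was preincubated 30 min with compound, then given a substrate mix of 0.016 mM NADPH and 2 mM alpha-KG for 80 min at room temperature; remaining NADPH was read by diaphorase/resazurin fluorescence.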
D2 antagonist = D2 dopamine receptor (human) antagonism. P14416. HEK293 TREx D2 cells, calcium flux, dopamine EC80. inhibition, % at 10 µM. 340,000 compounds, 2% hits. AID 485344; in the data active means inhibition above about 30%; further: 0% is about no effect
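In this primary screen, negative modulation is detected by tracking calcium flux after an EC80 dopamine challenge in inducible HEK293 T-REx D2 cells preexposed to test compound for 180 s.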
TRHR ag = TRH receptor (human) agonism | P34981 | TRHR cells, calcium flux fluo-8, FDSS agonist mode | activation, % at 2 µM | 360,000 compounds, 0.18% hits | AID 493084; in the data active means activation above about 30%; further: 0% is about no effect
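Fluo-8-loaded TRHR cells; 10 s baseline, compound added, kinetic Ca2+ fluorescence read 1/s, agonist mode.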
USP1 inh = USP1/UAF1 (human) deubiquitinase inhibition; recombinant USP1/UAF1, Ub-Rhodamine cleavage fluorescence; Potency, µM (series often up to 57.1 µM), for inactives: at the highest dose activity change, negative = inhibition, usual class: inhibitors; 390,000 compounds, 0.23% hits; AID 743255; O94782; further: potency means the concentration at half of the fitted maximal effect; on the % scale 0 is the no-effect control and ±100 the full control effect; nearly all actives have a fitted effect of over 60% in size; inactives centre near -12
Target sequence (O94782 whole entry, looked up): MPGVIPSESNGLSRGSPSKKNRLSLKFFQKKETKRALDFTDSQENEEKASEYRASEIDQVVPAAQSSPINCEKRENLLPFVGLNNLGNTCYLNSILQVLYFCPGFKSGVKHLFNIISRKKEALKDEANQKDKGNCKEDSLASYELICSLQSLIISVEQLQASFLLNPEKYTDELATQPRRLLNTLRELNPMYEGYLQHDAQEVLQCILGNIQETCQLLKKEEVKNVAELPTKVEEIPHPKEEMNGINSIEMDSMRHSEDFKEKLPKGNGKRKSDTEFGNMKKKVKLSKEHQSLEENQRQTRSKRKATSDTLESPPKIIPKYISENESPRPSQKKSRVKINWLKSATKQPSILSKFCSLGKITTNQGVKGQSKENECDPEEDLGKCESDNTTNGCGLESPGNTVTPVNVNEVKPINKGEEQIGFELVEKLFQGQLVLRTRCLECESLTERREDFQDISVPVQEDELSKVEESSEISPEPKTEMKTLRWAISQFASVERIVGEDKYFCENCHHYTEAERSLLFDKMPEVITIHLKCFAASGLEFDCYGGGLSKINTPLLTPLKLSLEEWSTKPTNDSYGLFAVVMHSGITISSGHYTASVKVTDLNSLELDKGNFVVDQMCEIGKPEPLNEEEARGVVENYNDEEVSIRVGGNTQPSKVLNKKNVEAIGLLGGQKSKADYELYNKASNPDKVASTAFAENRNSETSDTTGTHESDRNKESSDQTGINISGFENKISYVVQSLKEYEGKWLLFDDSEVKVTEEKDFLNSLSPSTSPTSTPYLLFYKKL
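1 nM enzyme complex + cpd, 15 min RT; start with Ub-Rho 150nM final; kinetic fluorescence ex 480/em 540, 6 reads q60 s. Buffer 50mM HEPES pH 7.8, 0.5mM EDTA, 0.1 mg/ml BSA, 1mM TCEP, 0.01% Tween-20.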
TrxR1 inh = rat TrxR1 inhibition | O89049 | recombinant rTrxR1, NADPH fluorescence consumption, selenite substrate | Potency, µM (titrated, usually from 114 µM), without a hit: at the highest dose activity change, negative = inhibition, most hits filed as inhibitors | 390,000 compounds, 1% hits; further: potency means the concentration at half of the fitted maximal effect; on the % scale 0 is the no-effect control and ±100 the full control effect; nearly all actives have a fitted effect of over 65% in size
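Rat TrxR1 (90 nM in the dispensed reagent) was pre-reduced with 400 uM NADPH for 5 min at room temperature, then incubated with compound for 15 min. After 400 uM selenite was added, NADPH fluorescence (Ex 340/Em 450 nm) was followed for 8 min.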
* hit, by the source's call; ? = inconclusive; . = not tested or not shown; & = joins results of further samples; [ ] = remark or other dose. Unless noted, the call rests on the fitted dose curve; in most records, active means well fitted inhibition curve with a large enough effect; inconclusive means small, poorly fitted or top-dose-only effect; inactive means no such curve, though single readings can be large or run the other way.

SMILES	TRHR enhancer	PI4K2A block	D2 ag	TrxR1 substrate	mIDH1 inhibitor	D2 antagonist	TRHR ag	USP1 inh	TrxR1 inh
CC1CCN(C(C(=O)Nc2ccc3c(c2)OCO3)c2ccccc2)CC1 (stereo not given)	-9	0	-1.9	3%	19%	-7	-0.5	-6%	14%
Cc1cccc(C)c1OCc1nnc(SCC(=O)Nc2nccs2)o1	7	-4	-0.4	7%[57.1 µM]	-15%	-8	-0.6	-3%	2%[57.1 µM]
CCCCOc1ccc(-c2cc(C(=O)NNC(=S)NCC)c3ccccc3n2)cc1	-2	-18	-2.3	11%	9%	-8	-0.4	-10%	-7%
Cc1ccc(S(=O)(=O)NC(=O)COc2ccccc2C)c(C)c1	17	2	-1.4	-10%	3%	-10	1.0	1%	-12%
C=CCn1c(SCC(=O)Nc2c(C)n(C)n(-c3ccccc3)c2=O)nc2scc(-c3ccccc3)c2c1=O	-7	2	-1.2	-11%	-3%	2	-1.5	3%	-16%
COc1ccccc1Oc1nnnn1-c1ccc(C(N)=O)cc1	-1	8	0.0	3%	6%	1	-0.1	0%	4%
CCN(C(=O)CCC(=O)N(CC)c1ccccc1)c1ccccc1	4	-4	1.8	3%	3%	7	0.3	0%	11%
NC(=O)COC(=O)c1cccnc1Nc1ccccc1F	-4	2	-0.7	-16%[57.1 µM]	4%	4	-0.5	-9%	19%[57.1 µM]
CC(C)(C)c1n[nH]c(=S)n(N)c1=O	1	-3	-0.7	14%	2%	6	-0.8	-8%	20%
Nc1ncnc(Nc2cccc(C(F)(F)F)c2)n1	0	3	0.3	4%	5%	6	-0.6	-4%	18%
COC(=O)C[C@H]1c2cc(F)cc(F)c2S(=O)(=O)N1C1CCN(Cc2ccccc2)CC1	.	6	.	0%&0%	-3%	.	.	?	18%&18%
CC(=O)Nc1cc(C(=O)N(C)Cc2ccco2)ccc1Sc1ccc(Cl)cc1	-2	-1	-0.9	5%[0.457 µM]	1%	0	-0.6	-4%	5%
COc1ccc(C2=NOC(C(=O)NCc3ccc(F)cc3)C2)cc1OC (stereo not given)	-2	-3	-0.1	10%	8%	8	0.0	-13%	18%
CCn1c(O)c(C=Nc2ccccc2)sc1=S	6	-1	-0.5	-5%[57.1 µM]	9%	-8	12	-24%	-1%[57.1 µM]
CCOC(=O)c1ccccc1NC(=O)COC(=O)CCNS(=O)(=O)c1ccc(C)c(C)c1	-11	0	-0.3	1%	1%	-8	0.6	-7%	12%
Cc1ccc(N(CC(=O)NCC2CCCO2)S(=O)(=O)c2ccc(Cl)cc2)cc1C (stereo not given)	-4	-2	-0.6	-2%	0%	-15	-1.4	-10%	16%
COc1ccc(C2CC(=O)c3ccccc3O2)cc1 (stereo not given)	6	-6	0.1	3%	2%	-11	-0.5	-16%	17%
Cc1nc(-c2ccccc2)cn(O)c1=O	3	0	2.2	7%	-6%	-4	0.8	3%	15%
COc1ccc(NC(=O)CC2C(=O)N(c3ccc(C)cc3)C(=O)N2C2CCCCC2)cc1 (stereo not given)	22	-1	0.7	-8%	-4%	.	0.0	-11%	-13%
COc1cccc(NC(=O)CN2CCCN(S(=O)(=O)c3ccc(Br)cc3)CC2)c1	5	0	-0.5	-13%	5%	.	-1.2	?	-12%
COc1ccc(C(=O)SC2=NCCS2)cc1OC	10	6	-0.3	1%	-1%	-5	-1.0	-19%	-3%
CCSc1nsc(NC(=O)Nc2cccc(OC)c2)n1	-13	-3	8.6	-5%	-7%	7	3.2	-8%	3%
CC(C)(C)CC(=O)NCCc1csc(-c2ccccc2)n1	-1	-4	-1.3	0%	1%	-8	0.4	2%	-2%
CC1CCN(C(=O)CSc2nc3c([nH]c4ccccc43)c(=O)n2-c2ccccc2)CC1	-1	-10	1.0	1%[57.1 µM]	16%	.	0.0	8%	21%[57.1 µM]
Cc1cccc(N2CCN(C(=O)c3ccncc3)CC2C)c1 (stereo not given)	5	-2	-0.2	-3%	9%	-5	-0.2	-2%	-15%
Cc1ccc(S(=O)(=O)c2cnc(-c3ccccc3)nc2N2CCN(C)CC2)cc1	8	-3	-0.6	3%	3%	-10	-0.8	-14%	23%
Cc1ccc(S(=O)(=O)N/N=C/c2ccc(OC3CSC3)cc2)cc1	4	-1	5.8	0%[11.4 µM]	-3%	10	7.8	4%	-21%[11.4 µM]
CCOc1ccc(C2C(=O)N(C3CCCCCC3)CC(=O)N2Cc2ccc(F)cc2)cc1OC (stereo not given)	-5	-1	.	-3%[57.1 µM]	16%	.	-0.3	5%	12%[57.1 µM]
COc1cccc2cc(-c3csc(CCn4nc(C)cc4C)n3)c(=O)oc12	-1	1	-0.3	9%[57.1 µM]	15%	-7	-0.5	-15%	2%[57.1 µM]
Cc1ccc(N=Cc2ccccc2O)cc1Cl	.	0	.	11%	2%	.	.	-11%	15%
O=C1N[C@@H](c2ccccc2)COC(=O)[C@H](Cc2ccc(F)cc2)CC/C=C/C[C@H]1CC(=O)N(CCO)Cc1ccccc1	.	0	.	-11%	-7%	.	.	-23%	5%
NC(=O)CCC(=O)N1CCCC(C(=O)c2ccc(C(F)(F)F)cc2)C1 (stereo not given)	3	0	0.8	-1%	0%	-1	0.0	-7%	11%
CCOC(=O)/C(=N\Nc1cccc(C(F)(F)F)c1)N1CCOCC1	10	2	-1.6	-6%	14%	-11	0.1	-11%	-7%
Cc1cc(=O)[nH]c(SCC(=O)NCCC2=CCCCC2)n1	1	4	0.2	7%	-6%	4	0.2	-23%	14%
CCN(C(=O)c1ccc(Cl)c(S(=O)(=O)Nc2c(C)n(C)n(-c3ccccc3)c2=O)c1)c1ccccc1	.	0	.	2%	16%	.	.	-6%	19%
O=C(O)CC(NC(=O)C1c2ccccc2Oc2ccccc21)c1ccc(OC2CCCC2)cc1 (stereo not given)	-7	-4	-0.5	6%[57.1 µM]	7%	11	0.0	-14%	16%[57.1 µM]

A section from further up:
SMILES	TRHR enhancer	PI4K2A block	D2 ag	TrxR1 substrate	mIDH1 inhibitor	D2 antagonist	TRHR ag	USP1 inh	TrxR1 inh
Cc1cccc(N2CCN(C(=O)c3ccncc3)CC2C)c1 (stereo not given)	5	-2	-0.2	-3%	9%	-5	-0.2	-2%	-15%
Cc1ccc(S(=O)(=O)c2cnc(-c3ccccc3)nc2N2CCN(C)CC2)cc1	8	-3	-0.6	3%	3%	-10	-0.8	-14%	23%

More compounds:
SMILES	TRHR enhancer	PI4K2A block	D2 ag	TrxR1 substrate	mIDH1 inhibitor	D2 antagonist	TRHR ag	USP1 inh	TrxR1 inh
CCOCCOC(=O)C1=C(C)NC(=O)NC1c1cc2c(cc1Br)OCO2 (stereo not given)	-3	-5	0.0	9%	3%	3	-0.1	-22%	38%[activator]
CCN1C(=O)/C(=C/N2CCc3ccccc3C2)SC1=S	3	-2	-1.8	-22%[57.1 µM]	5%	9	-0.3	-10%	3%[57.1 µM]
O=C(CN1CCN(C(=O)C2COc3ccccc3O2)CC1)Nc1ccccc1 (stereo not given)	-3	2	-0.5	3%	6%	22	1.1	-17%	12%
O=C1NC(c2ccccc2O)Nc2ccccc21 (stereo not given)	0	4	.	76%[activator]	7%	.	-0.4	0%	1%
COc1cccc(OC)c1OCCCCn1cnc2ccccc2c1=O	2	3	-0.4	3%	11%	22	-0.2	-11%	2%
CCc1cc(C(=O)N2CCN(S(=O)(=O)c3ccc(Cl)cc3)CC2)sc1C	-4	1	-0.1	-11%	2%	39*	-0.7	-15%	4%
CCc1[nH]nc(C(=O)N2CCCC(Nc3cccc(F)c3)C2)c1C (stereo not given)	-4	2	0.1	-9%	1%	-15	0.4	-1%	-11%
CCN(CC)S(=O)(=O)c1cc(NC(=O)c2cc([N+](=O)[O-])ccc2N2CCOCC2)ccc1C	-8	3	0.0	-4%	7%	37*	0.0	-22%	14%
CCOc1cc(/C=N/NC(=O)CSc2nncn2C)ccc1OCc1ccccc1	6	12	0.1	0%[57.1 µM]	3%	-1	0.2	-15%	3%[57.1 µM]
N#Cc1nc(Cc2ccccc2)oc1N1CCC(Cc2ccccc2)CC1	-3	2	0.6	-1%	-3%	13	1.7	-12%	8%
CSc1nnc(CSc2cc(C)nc(N(C)C)n2)o1	1	3	-0.1	-16%	-6%	12	0.4	-5%	-13%
CCOC(=O)C1=CN(Cc2ccccc2)CCC1=O	.	-1	.	-6%	2%	.	.	-10%	12%

Profiles as entered above. Order of values: TRHR enhancer, PI4K2A block, D2 ag, TrxR1 substrate, mIDH1 inhibitor, D2 antagonist, TRHR ag, USP1 inh, TrxR1 inh
CCN1C(=O)/C(=C/N2CCc3ccccc3C2)SC1=S is listed as 3, -2, -1.8, -22%[57.1 µM], 5%, 9, -0.3, -10%, 3%[57.1 µM]
N#Cc1nc(Cc2ccccc2)oc1N1CCC(Cc2ccccc2)CC1 is listed as -3, 2, 0.6, -1%, -3%, 13, 1.7, -12%, 8%

Next section:
SMILES	TRHR enhancer	PI4K2A block	D2 ag	TrxR1 substrate	mIDH1 inhibitor	D2 antagonist	TRHR ag	USP1 inh	TrxR1 inh
CN(Cc1ccccc1)c1ncnc2sccc12	0	-2	-1.0	3%[0.457 µM]	1%	-15	-1.6	?	4%
Cc1cc(NC(=O)CSCC(=O)N(C)Cc2ccc(F)cc2)no1	3	1	0.0	-6%	5%	-24	-1.2	-3%	-15%
CC(C)[C@H](NC(=O)c1ccc(F)cc1)C(=O)NC1=NCCS1	0	-19	0.1	-4%[57.1 µM]	4%	4	-0.4	-19%	9%[57.1 µM]
Cc1ccc(CNC(=O)c2cc3c(=O)n4cccc(C)c4nc3s2)cc1	-1	0	-0.2	11%	.	.	0.1	-19%	22%
CN(C)C(=O)c1ccc(Nc2ncnc3sc4c(c23)CCCCC4)cc1	2	-1	-0.8	-8%	-14%	-9	-0.3	-28%	-12%
CCOc1ccc(C(=O)Nc2cc(NC(=O)c3ccc(OCC)c(Cl)c3)cc(C(=O)O)c2)cc1Cl	4	-2	0.6	-2%	-2%	15	0.4	-14%	-4%
Cn1cc(S(=O)(=O)N2CCCCC2)cc1C(=O)N1CCN(c2ccccc2F)CC1	-5	2	3.1	2%[57.1 µM]	3%	.	-0.5	-8%	14%[57.1 µM]
Cn1c(=O)c2c(nc(Oc3ccccn3)n2C)n(C)c1=O	2	.	0.1	.	.	-7	1.0	.	.

Compound activity (PubChem BioAssay)
